Assay outcomes (PubChem)
Tb hexokinase: T. brucei hexokinase 1 inhibition; recombinant TbHK1, G6PDH-coupled NADH A340; inhibition, % at 10 µM; 220,000 compounds, 0.11% hits; AID 1430;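 active means inhibition of 50% or more in the single-dose primary screen; inactive means inhibition below 50%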
PPC-1+TRAIL kill: PPC-1 cancer cell killing with TRAIL present; cell killing (% activity), % at 4 µM; PPC-1 cells + TRAIL, ATPLite viability luminescence; 220,000 compounds, 0.41% hits; AID 1443;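 active means cell killing above 50% in the first pass at 4 µM, then a duplicate retest at 5 µM averaging 50% or more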;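 further: plate controls were cells with TRAIL plus DMSO for no effect and medium-only wells lacking cells for full effect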
Ba/F3 V617F tox: reduce viability of Ba/F3 cells dependent on JAK2V617F; inhibition, % at 5.6 µM; Ba/F3 EpoR-JAK2V617F viability, ATP luminescence; 220,000 compounds, 1.1% hits;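 active means inhibition above the campaign mean plus 3 SD over all tested compounds, cut at about 24% in these data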;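 further: cytokine-independent growth of Ba/F3 cells driven by EpoR plus mutant JAK2; 0% = DMSO-treated cells and 100% = JAK inhibitor I control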
RBBP9 inhibitor: inhibitors of human serine hydrolase RBBP9; recombinant RBBP9, FP-Rh probe fluorescence polarization; inhibition, % at 7.94 µM; 220,000 compounds, 0.2% hits;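 active means inhibition above the campaign mean of all tested compounds plus 3 SD, cut at about 14% in these data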;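 further: plate controls were DMSO wells with RBBP9 for no effect and wells lacking RBBP9 protein for full effect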
Target sequence (O75884 whole entry, looked up): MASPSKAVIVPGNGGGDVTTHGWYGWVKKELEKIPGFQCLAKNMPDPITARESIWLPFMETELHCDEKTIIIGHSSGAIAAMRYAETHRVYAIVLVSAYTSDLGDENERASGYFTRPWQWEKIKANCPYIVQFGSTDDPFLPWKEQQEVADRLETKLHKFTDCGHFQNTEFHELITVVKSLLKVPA
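Test system: recombinant human RBBP9. Quantity: 2.5 µM RBBP9 dispensing solution, before mixing. Detection: FP readout at 525/598 nm. Reagent: Serine-hydrolase probe FP-Rh, 375 nM pre-mixing. Measure: % inhibition. Control set: DMSO-treated enzyme wells and wells lacking RBBP9. Buffer or medium: Tris-NaCl-Pluronic buffer, pH 8.0. Times: preincubation 30 min plus labeling 45 min at 25 °C.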
BaF3 tox: reduces parental Ba/F3 cell viability, JAK2V617F counter-screen | CellTiter-Glo ATP luminescence | inhibition, % at 5.6 µM | 220,000 compounds, 1.1% hits | AID 1486;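 active means inhibition above a per-campaign cutoff, the mean inhibition of all tested compounds plus 3 SD, cut at about 27% in these data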;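 further: 0% = DMSO wells and 100% = JAK Inhibitor I control wells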
PGE2 EP2 inh: inhibitors of human EP2 prostaglandin E2 receptor | P43116 | inhibition, % at 25 µM | 260,000 compounds, 0.52% hits | C6 glioma cells expressing human EP2, cAMP TR-FRET; cells stimulated with saturating PGE2;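 active means percent inhibition above 40 after rounding to a whole number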;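 further: rat C6 glioma host cells with rolipram phosphodiesterase inhibitor present; the protocol text gives 20 µM as final concentration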
p97 ATPase inh: human p97 ATPase inhibition. P55072. recombinant p97 ATPase, Kinase-Glo ATP luminescence, 3 h. inhibition, % at 8 µM. 220,000 compounds, 0.42% hits. AID 1481; in the data active means inhibition above about 15%;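 further: 0% = DMSO vehicle and 100% = wells lacking enzyme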
Target sequence (P55072 whole entry, looked up): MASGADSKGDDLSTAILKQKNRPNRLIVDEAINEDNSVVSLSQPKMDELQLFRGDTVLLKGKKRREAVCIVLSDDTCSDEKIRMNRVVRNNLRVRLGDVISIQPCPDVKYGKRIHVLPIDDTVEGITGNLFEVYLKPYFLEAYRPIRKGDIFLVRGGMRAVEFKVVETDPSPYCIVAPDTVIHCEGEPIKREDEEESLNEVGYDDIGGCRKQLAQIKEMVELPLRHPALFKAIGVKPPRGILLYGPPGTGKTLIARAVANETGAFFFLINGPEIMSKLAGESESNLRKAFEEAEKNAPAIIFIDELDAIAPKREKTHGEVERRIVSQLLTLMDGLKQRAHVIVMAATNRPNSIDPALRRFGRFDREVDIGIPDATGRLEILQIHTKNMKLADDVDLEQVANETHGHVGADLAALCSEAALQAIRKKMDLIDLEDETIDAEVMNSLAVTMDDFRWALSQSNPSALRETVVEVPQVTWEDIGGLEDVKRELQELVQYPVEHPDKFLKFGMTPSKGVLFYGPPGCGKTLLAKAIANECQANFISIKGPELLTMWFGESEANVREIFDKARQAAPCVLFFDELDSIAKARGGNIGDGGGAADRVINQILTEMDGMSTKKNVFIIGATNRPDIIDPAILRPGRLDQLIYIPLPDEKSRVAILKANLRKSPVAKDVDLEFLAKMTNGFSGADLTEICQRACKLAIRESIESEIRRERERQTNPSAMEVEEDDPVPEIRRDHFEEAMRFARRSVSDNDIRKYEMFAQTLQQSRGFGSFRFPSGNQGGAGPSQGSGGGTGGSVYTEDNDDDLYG
NCF1 inh: p47phox (human) inhibition; P14598; p47phox/p22phox peptide binding, fluorescence polarization, 2 h; inhibition, % at 24.7 µM; 220,000 compounds, 0.53% hits; AID 1274;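 active means inhibition above about 30%, limit read from the data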;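 further: 0% = p47phox with labelled peptide and 100% = labelled peptide alone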
Furin inhibitor: inhibitors of human furin | P09958 | purified furin, fluorogenic substrate cleavage | inhibition, % at 30 µM | 220,000 compounds, 0.061% hits | AID 463115; in the data active means inhibition above about 25%; further: inactives centre near -15
Numbers without * were called inactive; x = no result given; & = joins results of further samples; [ ] = remark or other dose. This is a subset; the hit share may differ from the screen's.

SMILES	Tb hexokinase	PPC-1+TRAIL kill	Ba/F3 V617F tox	RBBP9 inhibitor	BaF3 tox	PGE2 EP2 inh	p97 ATPase inh	NCF1 inh	Furin inhibitor
CC(=O)NC(Cc1ccccc1)C(=O)NC1CCN(C(=O)NC2CCCCC2)CC1 (stereo unspecified)	-2.7	-1.5	-2.1	-0.9	1.0	7.8	2.8	-42.5	-4.1
Cc1ccc(S(=O)(=O)N(CC(=O)NCCSCc2ccco2)c2ccc(F)cc2)cc1	-14.8	-5.8	-0.1	-3.4	1.1	2.5	2.4	4.5	-26.0
CN1CCN(c2ccccc2NS(=O)(=O)c2ccc3c(c2)CCN3C(=O)C2CCC2)CC1	4.8	x	0.5	0.4	0.6	17.9	0.5	x	-11.3[20 µM]
COc1ccc(Cc2nc(-c3ccccn3)no2)cc1	3.4	-3.9	1.2	-8.3	10.6	17.2	3.2	4.5	-1.1[20 µM]
O=S(=O)(NCc1ccncc1)c1ccccc1	1.9	10.0	-2.0	0.9	10.1	3.1	7.5	-0.1	-10.3[20 µM]
Nn1c(SCC(=O)Nc2nccs2)nncc1=O	-0.9	-2.5	3.3	-3.9	6.8	3.8	3.8	4.3	-7.0
COC(C[C@H]1O[C@H]1[C@@H](O)[C@@H](C)OCc1ccccc1)OC	-11.0	20.8	x	x	x	12.0	x	-11.0	-30.1
COc1ccc(F)cc1C(=O)C1CCCN(C(=O)CSc2ccccn2)C1 (stereo unspecified)	-5.5	12.6	-1.4	-1.9	2.5	5.7	0.3	-0.5	-25.7
Cc1c(NC(=O)COC(=O)C23CC4CC(CC(O)(C4)C2)C3)c(=O)n(-c2ccccc2)n1C	-2.4	5.8	-2.4	-5.7	3.4	4.3	7.2	-20.6	-17.4
Cc1ccc(Nc2c(F)c(F)c(F)c(F)c2C(=O)O)cc1	-8.8	19.0	3.7	-5.8	6.9	11.4	4.5	-9.2	-24.4
Cc1ccc(SCC(=O)NC(=O)Nc2ccc3c(c2)OCCO3)cc1C	13.3	13.2	-2.5	-4.5	7.0	6.2	0.0	-1.6	-12.6
Cc1nnc(Sc2c(N)n(C)c(=O)[nH]c2=O)s1	-2.3	-23.0	-1.3	-5.3	-0.6	5.7	0.2	5.3	-21.7[20 µM]
O=C(NNS(=O)(=O)Cc1ccccc1)c1ccc([N+](=O)[O-])cc1	-13.9	8.8	-3.0	-9.2	-6.5	1.8	4.7	-11.0	-26.9
CC(=O)Nc1nonc1-c1nc2ccccc2n1Cc1nnc(C)o1	5.0	-8.4	-2.9	-9.9	2.6	6.1	4.8	-19.1	-21.0
COc1cc(C2NC(=O)N(C)C3=C2C(=O)CCC3)cc(OC)c1OC (stereo unspecified)	2.1	16.3	3.0	-5.7	3.1	-1.9	-0.9	9.7	-17.1
CCCCNC(=O)CN(c1cc(C(F)(F)F)ccc1Cl)S(C)(=O)=O	-0.9	8.1	-3.4	9.7	0.4	-1.3	0.0	-5.6	-15.3
COc1ccc2c(c1)CCc1cc(C(=O)N3CCN(c4ccc(N5CCOCC5)nn4)CC3)sc1-2	-14.7	15.1	1.4	-9.8	5.4	x	2.9	-13.5	-26.3
CCCCN=C(C)c1c(O)c2ccccc2oc1=O	-4.3	12.1	-3.0	-3.4	0.5	10.3	6.2	5.3	-19.4
CC(C)NC(=O)c1sc2c(c1C(=O)Nc1cccnc1)CCCC2	-19.0	-12.7	-1.6	-2.0	-4.2	7.1	3.6	-8.3	-16.6
CCOC(=O)c1ccccc1N/C=C/C(=O)c1ccccc1	-8.7	x	-3.6	2.6	1.4	20.8	2.4	x	-10.3[20 µM]
COc1ccccc1N1CCN(CCC(=O)Nc2ccc3c(c2)OCO3)CC1	2.2	-0.6	2.9	-7.5	7.4	6.1	-5.6	0.1	-4.1[20 µM]
Cc1[nH]n(-c2ccccc2)c(=O)c1C=Nc1cccc(F)c1	-32.5	2.8	0.9	-4.4	-1.1	2.9	-8.9	-3.5	9.4
CCCN1C(=O)/C(=C/c2c(NCCCOCC)nc3c(C)cccn3c2=O)SC1=S	9.3	25.4	0.3	-9.5	0.8	11.7	4.4	-54.2	-18.3
O=Cc1ccnc(-c2ccc(OC(=O)c3ccco3)cc2)n1	-5.2	24.7	1.5	-3.2	5.1	9.7	3.8	8.6	-23.1
CCOC(=O)c1ccc(NC(=S)N(CCCN(CC)CC)Cc2ccco2)cc1	4.6	10.9	0.7	-9.3	9.1	9.1	-3.6	-21.0	-23.8

Exported with two lines to a compound: 2 of the compounds above
Value order: Tb hexokinase	PPC-1+TRAIL kill	Ba/F3 V617F tox	RBBP9 inhibitor	BaF3 tox	PGE2 EP2 inh	p97 ATPase inh	NCF1 inh	Furin inhibitor
Nn1c(SCC(=O)Nc2nccs2)nncc1=O
  -0.9	-2.5	3.3	-3.9	6.8	3.8	3.8	4.3	-7.0
CCCCNC(=O)CN(c1cc(C(F)(F)F)ccc1Cl)S(C)(=O)=O
  -0.9	8.1	-3.4	9.7	0.4	-1.3	0.0	-5.6	-15.3

(next part)
SMILES	Tb hexokinase	PPC-1+TRAIL kill	Ba/F3 V617F tox	RBBP9 inhibitor	BaF3 tox	PGE2 EP2 inh	p97 ATPase inh	NCF1 inh	Furin inhibitor
CN(CCc1ccccc1)Cc1nc(-c2cnccn2)no1	-2.7	-2.3	2.7	-9.5	4.0	5.3	0.6	-5.9	-17.3
[O-][n+]1c2c(nn1-c1ccccc1Cl)-c1nonc1CC2	2.9	2.5	-1.7	10.7	0.5	6.4	1.4	-6.5	-6.6[20 µM]
O=C(Nc1nc(-c2cccnc2)cs1)c1ccc(S(=O)(=O)N2CCOCC2)cc1	-11.0	0.8	-0.7	-13.0	1.9	16.3	3.0	3.9	-25.9
COc1ccc(N(CC(=O)Nc2cccc(N(C)S(C)(=O)=O)c2)S(C)(=O)=O)cc1OC	-3.1	12.0	3.0	-8.4	3.1	10.3	-9.4	-4.6	-0.3[20 µM]
COc1ccccc1CNC(=S)NC1CCCCC1	-0.5	12.5	2.2	-7.9	6.4	6.8	-4.5	-3.0	-21.0
Cn1ncc(Br)c1C(=O)Nc1ccc(Br)cn1	-3.1	24.9	-3.3	-4.4	4.6	9.7	-1.3	-8.7	-22.8
Cc1ccccc1OCc1nnc(SCC(=O)N2CCc3ccccc32)n1C	-1.6	26.4	-2.1	-9.4	5.9	10.9	-4.5	9.2	-16.5[20 µM]
CC(=O)OC(C(=O)NCc1ccc2c(c1)OCO2)c1ccccc1Cl (stereo unspecified)	0.2	16.2	-1.4	-0.8	6.6	13.3	3.3	2.5	0.3
CC(C)NC(=O)CC(=O)NN=C1CCCCC1	-4.2	17.5	1.4	-0.1	10.4	7.5	1.1	-9.3	-24.9
Cc1ccc(C)c(S(=O)(=O)N2CCN(CC(=O)Nc3ccc4c(c3)OCCO4)CC2)c1	-5.6	-1.1	-4.5	-3.7	-2.4	6.0	-0.8	-16.0	-10.5[20 µM]
CC(=O)Oc1c(S(=O)(=O)c2ccc(C)cc2)c(C)nn1-c1ccccc1	-1.3	-6.2	3.3	-9.1	1.4	10.2	-3.0	-19.0	-15.4
CSc1ccccc1NC(=S)Nc1cc(C)cc(C)c1	-9.6	-28.3	0.6	-8.1	2.9	14.2	-4.4	-4.7	-7.6[20 µM]
Cc1cccc(N=Nc2c(O)[nH]c3ccc(F)cc23)c1	-7.7	8.8	-1.9	2.1	7.8	8.2	1.7	x	-40.6
COc1ccc(CCCC(=O)NC(C)c2ccccc2)cc1 (stereo unspecified)	31.3	14.0	1.4	-5.9	2.0	12.7	3.3	2.3	-15.2
COc1ccccc1N1C(=O)c2ccc(C(=O)Nc3nccs3)cc2C1=O	-6.0	16.4	0.7	0.9	9.7	9.9	6.4	0.3	-29.7
CCOc1ccc2[nH]c3c(=O)n(CCc4ccc(OC)cc4)cnc3c2c1	-18.1	-10.5	-0.5	-2.5	-6.3	1.7	1.9	10.9	-21.9
COc1ccc(-c2csc(NC(=S)NC(=O)/C=C/c3ccco3)n2)cc1OC	-40.4	20.4	3.0	3.5	3.2	4.6	2.6	1.6	1.1
CCc1ccccc1NC(=O)CN1C(=O)C2CCCN2c2ncc(Cl)cc21 (stereo unspecified)	-15.0	28.1	0.7	-2.4	0.7	13.7	-0.1	-13.1	-9.6
NC(=O)C1CCN(c2nc(C3CC3)nc3c2nnn3Cc2ccccc2)CC1	2.1	-9.6	0.8	-6.3	6.8	1.4	1.4	-1.2	-9.0
CC12CCC(C(=O)N(c3ccccn3)c3ccccn3)(OC1=O)C2(C)C (stereo unspecified)	-1.3	5.1	-5.1	-2.9	-1.5	12.5	4.7	-15.3	-17.8
CCC(C)(C)n1nnnc1C(c1ccc(F)cc1)N1CCC(C(N)=O)CC1 (stereo unspecified)	-4.4	8.9	-1.3	-7.5	2.2	3.9	-0.1	0.1	-16.5
Cn1c(=O)c2c(nc(N/N=C/c3ccc(OC(=O)c4ccco4)cc3)n2Cc2ccccc2Cl)n(C)c1=O	-13.1	14.4	-3.2	-11.0	3.6	7.1	2.6	-10.2	-0.5
CC(C)Oc1ccc(C(=O)Nc2cc(=O)n(C)c(=O)n2C)cc1	-21.1	6.0	-2.7	-2.5	8.4	12.4	-1.4	-14.0	-24.7
O=C(CC(=O)N/N=C\c1ccc(F)cc1)NCCc1ccccc1	-5.1	23.5	1.4	-10.2	-0.4	7.5	1.6	-10.8	-13.3
Nc1ccc2nc(C3CCCCC3)[nH]c2c1	-1.8	7.6	-4.3	-5.8	-6.9	14.6	4.0	-11.7	-24.4
Remaining list, next part:
SMILES	Tb hexokinase	PPC-1+TRAIL kill	Ba/F3 V617F tox	RBBP9 inhibitor	BaF3 tox	PGE2 EP2 inh	p97 ATPase inh	NCF1 inh	Furin inhibitor
CCCOc1ccc(CSC(CC(=O)O)C(=O)O)cc1 (stereo unspecified)	7.9	30.6	-0.4	3.8	5.5	5.4	5.6	5.9	-32.4
COC(=O)C(Cc1cnc[nH]1)NC(=O)C1CCC(=O)N1 (stereo unspecified)	6.1	14.2	-5.3	7.2	-2.0	5.2	9.5	-3.5	-22.5
CCCc1nc(NCc2ccccn2)c2nnn(Cc3ccccc3F)c2n1	3.3	-11.3	4.2	2.7	1.0	x	-7.7	-11.7	1.0[20 µM]
CC(=O)N1CC(c2ccccc2)C(c2ccc(Cl)cc2)=N1 (stereo unspecified)	-1.7	6.3	-0.7	-0.1	6.4	10.4	-2.5	-0.6	-17.2
COc1ccc(NC(=O)CSc2nnc(C3CCCCC3)n2N)cc1	-7.0	25.8	-1.1	2.3	0.0	3.9	6.2	-14.7	-4.0
O=C(O)C1CCN(c2ccc(S(=O)(=O)N3CCOCC3)cc2[N+](=O)[O-])CC1	2.3	19.5	-2.3	-1.3	1.8	4.0	2.0	68.8*	-15.9
COc1ccc(C(=O)C[N+]2(C)CCOCC2)cc1	-5.6	1.3	-0.5	2.2	7.0	11.4&-2.7	4.7	-15.7	-20.0[20 µM]
Cc1ccc2c3c1C1(C(=O)N3C(C)(C)CC2C)C(C#N)=C(N)Oc2cc(O)ccc21 (stereo unspecified)	-4.7	-26.2	0.2	-1.0	3.5	6.8	-1.4	2.3	-15.8[20 µM]
O=C(Nc1ccc2ccccc2c1)c1cccnc1	-6.7	20.5	1.3	-6.0	8.3	16.5	-5.1	-1.7	-17.0
CCOC(=O)C1CCN(C(=O)c2cn(-c3ccccc3)nc2-c2cccnc2)CC1	-2.8	22.8	-4.0	-8.2	-4.2	x	8.3	x	-27.2
O=C(COC(=O)CCCCCN=C1NS(=O)(=O)c2ccccc21)Nc1ccc(Cl)c(Cl)c1	-2.6	11.3	1.7	-49.8	1.0	15.3	-5.7	-20.2	-19.3
